NFkB SMM: binders of NF-kB p50 subunit, primary screen, biochemical, small molecule microarray, anti-His fluorescence | anti-His fluorescence binding | AID 624139, 2012 | calls only | hit rate 1.3% among 17,000 | Nuclear factor NF-kappa-B p105 subunit (Homo sapiens), P19838;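 active = spot fluorescence over background significantly raised, with a chance value under 7% in all four replicate spots of the compound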;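 note: probe protein is his-tagged human p50 processed subunit at 1 µg/ml; raw spot fluorescence signals with no normalization applied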
Target sequence (P19838 1-433 limits assumed): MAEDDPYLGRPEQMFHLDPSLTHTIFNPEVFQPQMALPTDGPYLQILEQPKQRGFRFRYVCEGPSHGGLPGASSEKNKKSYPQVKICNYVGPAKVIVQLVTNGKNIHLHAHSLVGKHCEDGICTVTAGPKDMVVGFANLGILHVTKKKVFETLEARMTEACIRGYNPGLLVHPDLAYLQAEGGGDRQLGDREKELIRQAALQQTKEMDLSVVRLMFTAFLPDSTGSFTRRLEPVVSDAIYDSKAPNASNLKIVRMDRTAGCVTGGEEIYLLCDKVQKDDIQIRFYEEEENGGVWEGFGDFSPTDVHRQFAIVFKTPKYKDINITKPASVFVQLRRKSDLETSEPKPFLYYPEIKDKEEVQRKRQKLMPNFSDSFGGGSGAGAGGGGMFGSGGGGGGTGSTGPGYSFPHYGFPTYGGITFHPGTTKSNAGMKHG
Calls only; i = inactive. This is a subset; the hit share may differ from the screen's.

SMILES	NFkB SMM
Cc1noc(C)c1NC(=O)Nc1ccc2c(c1)CC(=O)N([C@@H](C)CO)C[C@H](C)[C@H](CN(C)C(=O)Nc1cccc3ccccc13)O2	i
C[C@@H]1CN([C@@H](C)CO)C(=O)c2cc(NS(=O)(=O)c3ccccc3)ccc2O[C@@H](C)CCCCO[C@H]1CN(C)Cc1ccncc1	i
COC(=O)[C@@]1(CCC(=O)OC(C)(C)C)N=C(c2ccc(OCCCO)cc2)O[C@H]1c1ccccc1CN=[N+]=[N-]	i
C[C@H](CO)N1C[C@H](C)[C@@H](CN(C)C(=O)Nc2ccc(F)cc2)Oc2ccc(NS(=O)(=O)c3ccc(Cl)cc3)cc2CC1=O	i
C[C@@H]1CN([C@@H](C)CO)C(=O)c2cccc(NC(=O)C3CCOCC3)c2O[C@H]1CN(C)Cc1ccncc1	i
Cn1c(SCC(=O)c2ccc(F)cc2)nnc1-c1cccnc1	i
C[C@H](CO)N1C[C@H](C)[C@@H](CN(C)S(=O)(=O)c2cccs2)Oc2ccc(NC(=O)Nc3ccc4c(c3)OCO4)cc2C1=O	i
C[C@@H]1CN([C@H](C)CO)C(=O)c2cc(NC(=O)Cc3cn(C)c4ccccc34)ccc2O[C@@H]1CN(C)C(=O)NC1CCCCC1	i
CCCC(O)c1ccc(C)cc1CCCCCC(=O)O (stereo not drawn)	i
COc1ccc(CN(C)C[C@H]2Oc3ccc(NS(=O)(=O)c4ccc(Cl)cc4)cc3CC(=O)N([C@H](C)CO)C[C@H]2C)cc1	i
C[C@H]1CN([C@@H](C)CO)C(=O)CCCn2cc(nn2)CO[C@H]1CN(C)C(=O)c1cc(-c2ccccc2)on1	i
COc1ccccc1Cn1c(NCC(C)O)nc2c1c(=O)n(C)c(=O)n2C (stereo not drawn)	i
Cc1noc(C)c1S(=O)(=O)Nc1ccc2c(c1)CC(=O)N([C@H](C)CO)C[C@@H](C)[C@H](CN(C)C(=O)NC(C)C)O2	i
CN(C)CCC(c1ccc(Cl)cc1)c1ccccn1 (stereo not drawn)	i
Cc1noc(C)c1S(=O)(=O)Nc1ccc2c(c1)C(=O)N([C@H](C)CO)C[C@@H](C)[C@H](CN(C)C(=O)NC1CCCCC1)O2	i
C=C[C@H](OC)[C@@H](OC(=O)Nc1ccc(SC)cc1)c1ccc(OCCO)cc1	i
Cc1ccccc1N1C(=O)CC(SCC(=O)Nc2ccccc2)C1=O (stereo not drawn)	i
COc1ccc(S(=O)(=O)Nc2cccc3c2O[C@H](CN(C)C(=O)Nc2ccc4c(c2)OCO4)[C@H](C)CN([C@@H](C)CO)C3=O)cc1	i
CCCCC/C=C\C/C=C\C/C=C\C/C=C\CCCCCC(=O)O	i
COc1ccc(CN(C)C[C@H]2Oc3c(NS(=O)(=O)c4c(C)noc4C)cccc3C(=O)N([C@H](C)CO)C[C@H]2C)cc1	i
CNC[C@@H]1Oc2ccc(NC(=O)Nc3c(C)noc3C)cc2CC(=O)N([C@H](C)CO)C[C@H]1C	i
Oc1ccc(-c2c(-c3ccccc3)nn3c(C(F)(F)F)cc(C(F)(F)F)nc23)cc1	i
C[C@H]1CN([C@@H](C)CO)C(=O)c2cc(NC(=O)Cc3cn(C)c4ccccc34)ccc2O[C@H]1CN(C)C(=O)NC1CCCCC1	i
CNC[C@@H]1Oc2ccc(NC(=O)CCC(F)(F)F)cc2C(=O)N([C@@H](C)CO)C[C@@H]1C	i
COc1ccccc1NC(=O)CSc1ncn(-c2ccccc2)n1	i
Next section
SMILES	NFkB SMM
CC(C)NC(=O)N(C)C[C@H]1OCCCC[C@H](C)Oc2ccc(NC(=O)Cc3ccccc3)cc2C(=O)N([C@@H](C)CO)C[C@H]1C	i
C[C@H](CO)N1C[C@H](C)[C@H](CN(C)C(=O)Cc2ccccc2)OCCCC[C@H](C)Oc2ccc(NS(C)(=O)=O)cc2C1=O	i
C[C@H]1CN([C@@H](C)CO)C(=O)CCCn2cc(nn2)CO[C@H]1CN(C)C(=O)C1CC1	i
CC(C)NC(=O)N(C)C[C@@H]1Oc2ccc(NC(=O)C3CC3)cc2C(=O)N([C@@H](C)CO)C[C@@H]1C	i
COc1ccc(CN(C)C[C@H]2Oc3c(NS(=O)(=O)c4ccc(OC)cc4)cccc3C(=O)N([C@@H](C)CO)C[C@@H]2C)cc1	i
O=c1c2cn[nH]c2nc(SCc2ccc3c(c2)OCCO3)n1-c1ccccc1	i
O=C1O[C@@H](c2ccccc2)[C@@H](c2ccccc2)N2[C@@H](c3ccc(O)cc3)[C@]3(C(=O)Nc4ccccc43)[C@@H](C(=O)O)[C@H]12	i
Cc1nnc(SCC(=O)Nc2cc(C(F)(F)F)ccc2N2CCOCC2)o1	i
C[C@@H]1CN([C@@H](C)CO)C(=O)c2cccc(NC(=O)NC3CCCCC3)c2O[C@H]1CN(C)C(=O)Nc1ccc2c(c1)OCO2	i
C[C@H](CO)N1C[C@H](C)[C@H](CN(C)C(=O)Nc2cccc3ccccc23)OCCCC[C@H](C)Oc2ccc(NS(=O)(=O)c3cn(C)cn3)cc2C1=O	i
COc1ccccc1NC(=O)Cn1nc(-c2cccc([N+](=O)[O-])c2)c2ccccc2c1=O	i
CC(C)NC(=O)N(C)C[C@@H]1Oc2ncc(C#CCN(C)C)cc2C(=O)N([C@H](C)CO)C[C@@H]1C	i
Cc1ccccc1NC(=O)c1ccc(C)c(S(=O)(=O)Nc2cc([N+](=O)[O-])ccc2C)c1	i
C[C@H](CO)N1C[C@H](C)[C@H](CN(C)C)Oc2c(NS(C)(=O)=O)cccc2C1=O	i
Cc1noc(C)c1S(=O)(=O)N(C)C[C@H]1OCc2cnnn2CCCC(=O)N([C@H](C)CO)C[C@@H]1C	i
C[C@@H]1CCCCO[C@H](CN(C)C(=O)Nc2ccc3c(c2)OCO3)[C@@H](C)CN([C@@H](C)CO)C(=O)c2cc(NC(=O)CCC(F)(F)F)ccc2O1	i
COc1ccc2[nH]c(I)c(CCNC(C)=O)c2c1	i
C[C@H](CO)N1C[C@H](C)[C@H](CN(C)S(=O)(=O)c2ccccc2)Oc2ccc(NS(=O)(=O)c3cccs3)cc2C1=O	i
COc1ccc(NC(=O)N(C)C[C@H]2Oc3ccc(NS(=O)(=O)c4ccccc4)cc3C(=O)N([C@H](C)CO)C[C@@H]2C)cc1	i
C[C@@H]1CN([C@@H](C)CO)C(=O)Cc2cc(N(C)C)ccc2O[C@H]1CN(C)Cc1ccncc1	i
C[C@@H]1CCCCO[C@H](CN(C)Cc2ccncc2)[C@H](C)CN([C@@H](C)CO)C(=O)c2cc(NC(=O)Nc3ccccc3)ccc2O1	i
C[C@@H]1CN([C@@H](C)CO)C(=O)c2cccc(NC(=O)c3ccncc3)c2O[C@H]1CN(C)C(=O)Nc1ccc(C(F)(F)F)cc1	i
O=[N+]([O-])c1cc(C(F)(F)F)ccc1Sc1nnc(CCCO)n1-c1ccccc1	i
COC(=O)CNc1nc(OC)nc(N(C)C)n1	i
COc1ccc(S(=O)(=O)N(C)C[C@@H]2Oc3c(NC(=O)Nc4c(C)noc4C)cccc3C(=O)N([C@H](C)CO)C[C@H]2C)cc1	i

Quoted at random: two entries already listed.
SMILES	NFkB SMM
Cc1nnc(SCC(=O)Nc2cc(C(F)(F)F)ccc2N2CCOCC2)o1	i
COc1ccc(CN(C)C[C@H]2Oc3c(NS(=O)(=O)c4ccc(OC)cc4)cccc3C(=O)N([C@@H](C)CO)C[C@@H]2C)cc1	i

Back to the main list, starting two compounds before the break.
SMILES	NFkB SMM
COC(=O)CNc1nc(OC)nc(N(C)C)n1	i
COc1ccc(S(=O)(=O)N(C)C[C@@H]2Oc3c(NC(=O)Nc4c(C)noc4C)cccc3C(=O)N([C@H](C)CO)C[C@H]2C)cc1	i
COc1ccc(S(=O)(=O)Nc2ccc3c(c2)C(=O)N([C@@H](C)CO)C[C@H](C)[C@@H](CN(C)S(=O)(=O)c2ccccc2)OCCCC[C@@H](C)O3)cc1	i
COC1=CC(C)c2c(c(OC)c3occ(C)c3c2C)C1=O (stereo not drawn)	i
O=C(CSc1nc2ccccc2c(=O)n1Cc1ccco1)c1ccc(Br)cc1	i
COc1ccc(OC)c(NC(=O)CSc2nncc3ccccc23)c1	i
C[C@@H]1CCCCO[C@@H](CN(C)Cc2ccc(C(F)(F)F)cc2)[C@@H](C)CN([C@@H](C)CO)C(=O)c2cc(NS(C)(=O)=O)ccc2O1	i
Cc1ccc(C(O)(COC(=O)C(C)C)COC(=O)C(C)C)c(O)c1	i
CNC[C@@H]1OCCCC[C@H](C)Oc2ccc(NS(=O)(=O)c3cccs3)cc2C(=O)N([C@@H](C)CO)C[C@@H]1C	i
CC(=O)c1ccc(OC(=O)C(Cc2ccccc2)N2C(=O)C3C4C=CC(C5CC45)C3C2=O)cc1 (stereo not drawn)	i
COc1cccc(OC)c1-c1cc(C(=O)NC2(C(=O)O)C3CC4CC(C3)CC2C4)nn1-c1ccc(C(=O)N(C)CCCN(C)C)cc1C(C)C (stereo not drawn)	i
Cc1noc(C)c1NC(=O)Nc1ccc2c(c1)C(=O)N([C@@H](C)CO)C[C@H](C)[C@H](CN(C)Cc1ccncc1)OCCCC[C@H](C)O2	i
CC(C)CC(NC(=O)N1CCCCCC1)C(=O)NC(Cc1cn(C)c2ccccc12)C(=O)NC(Cc1ccccn1)C(=O)O (stereo not drawn)	i
CC(=O)c1ccc(NC(=O)CSc2nc3cc(C)c(C)cc3[nH]2)cc1	i
CC(=O)Nc1ccc(S(=O)(=O)Nc2cccc(-c3cn4ccc(C)cc4n3)c2)cc1	i
COc1ccccc1S(=O)(=O)N(C)C[C@H]1OCc2cn(nn2)CCCC(=O)N([C@H](C)CO)C[C@@H]1C	i
Cc1noc(C)c1S(=O)(=O)N(C)C[C@@H]1Oc2ccc(NS(=O)(=O)c3cn(C)cn3)cc2CC(=O)N([C@@H](C)CO)C[C@H]1C	i
CC(C)(O)CCC(=O)C(C)(O)C1C(O)CC2(C)C3CC=C4C(CC(OC5OC(CO)C(O)C(O)C5O)C(O)C4(C)C)C3(C)CCC12C (stereo not drawn)	i
COc1ccc(C(=O)c2oc3ccccc3c2NC(=O)COc2ccc(C)cc2)cc1	i
COc1cc2nc3occc3c(OC)c2cc1OCC(OC(C)=O)C(C)(C)OC(C)=O (stereo not drawn)	i
C[C@@H]1CCCCO[C@@H](CN(C)Cc2ccc(C(=O)O)cc2)[C@@H](C)CN([C@@H](C)CO)C(=O)c2cc(NC(=O)Nc3ccc(F)cc3)ccc2O1	i
CCc1c(C)sc(NC(=O)C2CC(c3cc(Cl)c(OC)cc3OC)=NO2)c1C#N (stereo not drawn)	i
COc1ccc(C(=O)NC(CC(C)C)C(=O)O)cc1 (stereo not drawn)	i
COc1ccc(-n2c(/C=C/N(C)C)c([N+](=O)[O-])c3ccc(OC(C)=O)c(COC(C)=O)c32)cc1	i
CCOc1ccccc1NC(=O)CN1C(=O)C(=O)c2ccccc21	i
CC(=O)N[C@@H](CSC/C=C(\C)CC/C=C(\C)CC/C=C(\C)CCC=C(C)C)C(=O)O	i
Cc1nn(Cc2cccc(C(=O)Nc3ccccc3F)c2)c(C)c1Cl	i

5 structures out of the list, sorted by SMILES length, largest number first:
SMILES	NFkB SMM
C[C@@H]1CN([C@@H](C)CO)C(=O)c2cccc(NC(=O)C3CCOCC3)c2O[C@H]1CN(C)Cc1ccncc1	i
CC(=O)Nc1ccc(S(=O)(=O)Nc2cccc(-c3cn4ccc(C)cc4n3)c2)cc1	i
COc1ccccc1Cn1c(NCC(C)O)nc2c1c(=O)n(C)c(=O)n2C (stereo not drawn)	i
COC1=CC(C)c2c(c(OC)c3occ(C)c3c2C)C1=O (stereo not drawn)	i
CCCC(O)c1ccc(C)cc1CCCCCC(=O)O (stereo not drawn)	i

Continuation:
SMILES	NFkB SMM
C[C@H](CO)N1C[C@H](C)[C@@H](CN(C)C(=O)Nc2ccc(C(F)(F)F)cc2)Oc2c(NS(=O)(=O)c3cn(C)cn3)cccc2C1=O	i
Cc1ccc(S(=O)(=O)N(C)CC(=O)Nc2ncc(C(F)(F)F)cc2Cl)cc1	i
CC(C)NC(=O)N(C)C[C@@H]1OCCCC[C@@H](C)Oc2ccc(NC(=O)CCCN(C)C)cc2C(=O)N([C@H](C)CO)C[C@@H]1C	i
C[C@H](CO)N1C[C@H](C)[C@H](CN(C)S(=O)(=O)c2cccs2)Oc2ccc(NC(=O)Cc3cn(C)c4ccccc34)cc2CC1=O	i
CC#CC(=O)Nc1ccc2ncnc(Nc3cccc(Br)c3)c2c1	i
C[C@@H]1CN([C@H](C)CO)C(=O)c2cc(NS(=O)(=O)c3ccccc3)ccc2O[C@@H](C)CCCCO[C@@H]1CN(C)Cc1ccc2c(c1)OCO2	i
C[C@@H]1CCCCO[C@H](CN(C)C(=O)Cc2ccccc2)[C@H](C)CN([C@H](C)CO)C(=O)c2cc(NC(=O)c3ccncc3)ccc2O1	i
CC(C)NC(=O)Nc1ccc2c(c1)CC(=O)N([C@@H](C)CO)C[C@H](C)[C@@H](CN(C)C(=O)NC1CCCCC1)O2	i
C[C@@H]1CCCCO[C@@H](CN(C)C(=O)CCC(F)(F)F)[C@@H](C)CN([C@H](C)CO)C(=O)c2cc(NC(=O)C3CCCCC3)ccc2O1	i
C[C@H](CO)N1C[C@H](C)[C@H](CN(C)C(=O)CCCN(C)C)OCCCC[C@H](C)Oc2ccc(NS(=O)(=O)c3cn(C)cn3)cc2C1=O	i
C[C@H]1CN([C@@H](C)CO)C(=O)CCCn2cc(nn2)CO[C@@H]1CN(C)C(=O)C1CC1	i
C=CC(C)(O)CC/C=C(\C)C(=O)OCC1CCC2C(C(=O)O)=COC(OC3OC(CO)C(O)C(O)C3O)C12 (stereo not drawn)	i
Cc1noc(C)c1NC(=O)N(C)C[C@H]1Oc2ccc(NC(=O)NC(C)C)cc2CC(=O)N([C@@H](C)CO)C[C@@H]1C	i
